PAFAH1B3 inh: PAFAH1B3 (human) inhibition; Q15102; recombinant PAFAH1B3, FP-rhodamine probe, fluorescence polarization; inhibition, % at 3.39 µM; actives 0.28% (n = 340,000); AID 492972;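 active means inhibition above the screen-wide average of all tested compounds plus 3 SD, cut at about 25% in these data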;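 further: 0% = enzyme with DMSO only and 100% = wells lacking PAFAH1B3 protein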
Target sequence (Q15102 whole entry, looked up): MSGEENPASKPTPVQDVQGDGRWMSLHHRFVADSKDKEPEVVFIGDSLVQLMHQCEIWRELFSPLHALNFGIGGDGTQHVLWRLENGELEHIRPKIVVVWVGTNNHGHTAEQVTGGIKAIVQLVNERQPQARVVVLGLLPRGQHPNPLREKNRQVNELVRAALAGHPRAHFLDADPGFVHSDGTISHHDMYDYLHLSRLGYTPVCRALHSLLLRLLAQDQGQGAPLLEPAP
LYPLA1 counter: counter-screen for PME1 inhibitors: inhibitors of human LYPLA1 | inhibition, % at 5.9 µM | AID 2174 | recombinant LYPLA1, FP-Rh probe fluorescence polarization | actives 0.16% (n = 320,000);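 active means inhibition above the mean of all tested compounds plus 3 SD, set per campaign, cut at about 14% in these data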;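 further: inhibitors block serine hydrolase probe labeling of LYPLA1 so polarization falls; 0% = enzyme with DMSO and 100% = wells lacking LYPLA1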
PREPL inhibitor: human PREPL enzyme inhibition; actives 0.68% (n = 320,000); Q4J6C6; recombinant PREPL, fluorescence polarization activity-based probe; inhibition, % at 5.96 µM; in the data active means inhibition above about 43%;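 further: 0% = enzyme with DMSO and 100% = wells lacking enzyme; many of its hits are not listed in these tables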
PAD4 FP inh: blocks human protein arginine deiminase 4; recombinant PAD4, RCA probe fluorescence polarization; AID 485272; inhibition, % at 6.36 µM; actives 0.41% (n = 330,000); Q9UM07;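 active means percent inhibition above a cutoff equal to the mean of all tested compounds plus 3 SD, cut at about 15% in these data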;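 further: 0% = PAD4 with RCA probe and DMSO and 100% = probe without PAD4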
Target sequence (Q9UM07 whole entry, looked up): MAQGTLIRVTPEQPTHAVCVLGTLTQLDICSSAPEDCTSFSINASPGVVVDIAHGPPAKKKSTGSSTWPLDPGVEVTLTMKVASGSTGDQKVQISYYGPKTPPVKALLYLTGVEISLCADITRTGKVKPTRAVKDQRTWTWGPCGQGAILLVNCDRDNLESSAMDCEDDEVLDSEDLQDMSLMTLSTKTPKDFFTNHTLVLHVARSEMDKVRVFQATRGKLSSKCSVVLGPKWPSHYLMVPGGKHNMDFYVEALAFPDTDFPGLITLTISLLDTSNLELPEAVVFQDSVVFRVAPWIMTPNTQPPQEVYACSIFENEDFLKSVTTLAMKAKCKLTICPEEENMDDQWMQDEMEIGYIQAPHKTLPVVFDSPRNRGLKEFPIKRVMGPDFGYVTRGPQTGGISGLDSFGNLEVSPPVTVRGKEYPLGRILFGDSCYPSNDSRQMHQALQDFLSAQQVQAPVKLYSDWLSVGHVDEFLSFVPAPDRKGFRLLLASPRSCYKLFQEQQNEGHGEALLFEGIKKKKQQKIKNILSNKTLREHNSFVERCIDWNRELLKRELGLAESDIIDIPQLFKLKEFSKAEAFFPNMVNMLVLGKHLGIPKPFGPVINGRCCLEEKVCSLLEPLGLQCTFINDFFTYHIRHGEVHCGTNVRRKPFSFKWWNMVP
PAFAH2 inh: inhibitors of human PAFAH2; Q99487; recombinant PAFAH2, FP-rhodamine activity probe, fluorescence polarization; inhibition, % at 3.39 µM; actives 0.99% (n = 340,000); AID 492956;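 active means inhibition above the mean over all tested compounds plus 3 SD, cut at about 30% in these data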;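 further: inhibitors block probe labeling of enzyme so polarization drops; 0% = enzyme with DMSO and 100% = wells lacking PAFAH2 protein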
pPAFAH inh: inhibitors of human plasma PAF acetylhydrolase (pPAFAH); recombinant pPAFAH, FP-rhodamine probe fluorescence polarization; actives 1.5% (n = 330,000); AID 463082; inhibition, % at 3.39 µM;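 active means inhibition above the mean inhibition across the screen plus 3 SD, cut at about 25% in these data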;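 further: inhibitors block binding of the rhodamine activity-based probe so polarization drops; 0% = enzyme with DMSO and 100% = wells lacking pPAFAH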
LYPLA2 inh: LYPLA2 (human) inhibition in PME1 counter-screen | recombinant LYPLA2, FP-Rh probe fluorescence polarization | inhibition, % at 5.9 µM | actives 0.38% (n = 320,000);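 active means inhibition above the screen-wide mean plus 3 SD, limit set per campaign, cut at about 26% in these data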;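 further: 0% = LYPLA2 with DMSO and 100% = wells lacking LYPLA2 enzyme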
PAFAH1B2 inh: blocks human PAF acetylhydrolase 1b catalytic subunit 2 | P68402 | recombinant PAFAH1B2, FP-rhodamine activity probe, fluorescence polarization | inhibition, % at 3.39 µM | actives 1.2% (n = 340,000) | AID 492953;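 active means inhibition above the mean of all tested compounds plus 3 SD, cut at about 24% in these data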;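 further: 0% = enzyme with DMSO and 100% = wells lacking PAFAH1B2; many of its hits are not listed in these tables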
GSTO1 inh: blocks human GSTO1 in RBBP9 counter-screen; inhibition, % at 5.96 µM; actives 1.1% (n = 300,000); recombinant GSTO1, activity-based probe fluorescence polarization; P78417;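 active means inhibition above the campaign mean inhibition plus 3 SD, cut at about 35% in these data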;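 further: 0% = GSTO1-1 with DMSO and 100% = wells lacking GSTO1-1 enzyme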
* hit, by the source's call; / = not tested or not shown. These rows are one share of the data; the hit share may differ from the screen's.

Start of the data: the first 2 compounds as a preview:
SMILES	PAFAH1B3 inh	LYPLA1 counter	PREPL inhibitor	PAD4 FP inh	PAFAH2 inh	pPAFAH inh	LYPLA2 inh	PAFAH1B2 inh	GSTO1 inh
COC(=O)c1ccccc1N/C=C/C(=O)c1ccc(Br)cc1	7	-6	2	-6	-4	-7	-9	-2	-13
CCOC(=O)CC1C(=O)NCCN1S(=O)(=O)c1ccc(Cl)cc1 (configuration not stated)	3	-3	3	-3	2	1	-3	7	0

All compounds of this part, from the first entry:
SMILES	PAFAH1B3 inh	LYPLA1 counter	PREPL inhibitor	PAD4 FP inh	PAFAH2 inh	pPAFAH inh	LYPLA2 inh	PAFAH1B2 inh	GSTO1 inh
COC(=O)c1ccccc1N/C=C/C(=O)c1ccc(Br)cc1	7	-6	2	-6	-4	-7	-9	-2	-13
CCOC(=O)CC1C(=O)NCCN1S(=O)(=O)c1ccc(Cl)cc1 (configuration not stated)	3	-3	3	-3	2	1	-3	7	0
Cc1ccccc1CSCCNC(=S)Nc1ccccc1	-3	-11	5	-3	7	-5	-5	-1	3
COc1ccc(S(=O)(=O)NCCCCCC(=O)O)cc1C(=O)O	2	-2	11	-3	3	5	-3	1	-2
COc1c(N2CCN[C@H](C)C2)c(F)cc2c(=O)c(C(=O)O)cn(C3CC3)c12	/	-1	0	-3	/	3	-3	/	2
Cc1cc(NC(=O)c2ccc(Cl)cc2Cl)n(CCC#N)n1	4	4	-9	-5	1	-1	-7	-1	-2
CSc1cnn(-c2ccccc2)c(=O)c1SC	9	1	8	-3	2	1	3	-1	1
CCN(CC)CCNC(=O)c1ccc(NC(=O)c2cc(-c3ccco3)nc3ccccc23)cc1	8	-1	-11	-9	0	3	0	0	5
COc1ccc(-c2ccc(NCCC3=CCCCC3)nn2)cc1OC	5	-6	20	-5	7	4	-7	2	-9
COc1c(C)cccc1C(=O)Nc1ccc(CN2CCOCC2)cc1	-2	-2	-9	-3	2	2	-6	0	1
CCCCn1c(N)c(N(CCOC)C(=O)c2c(C)noc2C)c(=O)[nH]c1=O	14	-1	1	-3	4	1	0	6	-5
CCCNC(=O)c1ccccc1NC(=O)CN(c1ccccc1OCC)S(C)(=O)=O	10	-3	-5	-6	-2	5	-10	5	6
CCOC(=O)C1=C(N)n2c(s/c(=C/c3ccco3)c2=O)=C(C(=O)OC)C1c1ccco1 (configuration not stated)	1	-7	13	-8	6	21	-7	3	20
CC(NC(=O)c1cc([N+](=O)[O-])cc([N+](=O)[O-])c1)c1ccc(-n2ccnc2)cc1 (configuration not stated)	-2	-3	0	-7	2	-4	-6	-2	3
COc1ccc(OC)c(Nc2ncnc3c2cnn3-c2ccccc2)c1	8	-1	-3	1	5	5	-5	1	1
O=C(CSCc1ccccc1)Nc1ccc(F)c(F)c1	2	-5	-15	-8	0	4	6	3	0
COc1ccc(NC(=O)c2noc3c2CCCCC3)cc1	6	-1	-3	-3	-2	0	-2	5	13
Cc1ccccc1OCCC(=O)OCC(=O)Nc1cc(S(=O)(=O)N2CCOCC2)ccc1Cl	7	-1	13	-1	-4	13	3	1	4
CC(C)(C)c1ccc(Oc2coc3cc(OCC(=O)O)ccc3c2=O)cc1	6	-6	-4	5	-1	6	-6	6	12
Cc1ccc(OC(C)C(=O)Nc2ccccc2C(=O)N2CCN(C)CC2)cc1 (configuration not stated)	5	1	0	-1	-2	3	-1	7	3
Cc1ccccc1N(CC(=O)NCc1ccc2c(c1)OCO2)C(=O)CCC(=O)Nc1ccccn1	2	2	2	1	3	2	4	5	4
CC1CCN(C(=O)CNC(=O)Cn2ccc3ccccc3c2=O)CC1	7	0	0	2	-3	5	5	1	0
O=C(Nc1ccccc1-c1ccccc1)c1ccc(Cl)c([N+](=O)[O-])c1	3	2	12	5	1	1	4	7	13
Oc1ccc(N=Nc2nc(-c3ccccc3)c(-c3ccccc3)[nH]2)cc1	-71	-8	15	-13	-21	16	-16	-11	-38
Cc1ccc(-n2c(-c3nn(C)c(C)c3Cl)n[nH]c2=S)cc1	-3	4	5	4	-7	1	3	9	14
CCc1cc(Cn2nc(-c3ccccc3)cc2C(=O)NCc2cccs2)on1	-1	-43	4	-16	-6	-30	-71	-2	-13
COc1ccc(S(=O)(=O)N(C)C[C@@H]2Oc3c(NS(=O)(=O)c4cn(C)cn4)cccc3C(=O)N([C@@H](C)CO)C[C@@H]2C)cc1	9	/	19	-2	2	3	/	4	/
CC(=O)CCc1ccc(Oc2nc(-c3cccnc3)nc3ccccc23)cc1	3	-5	-7	-2	3	25*	-1	2	-5
CCOC(=O)Cc1csc(NC(=O)NC2(C(F)(F)F)Oc3cc(Cl)c(Cl)cc3O2)n1	4	-2	-5	-4	0	4	-2	5	44*
N#Cc1ccc(OCC(O)CN2CCN(c3ncc(C(F)(F)F)cc3Cl)CC2)cc1 (configuration not stated)	6	0	-3	-7	-6	-1	7	1	-8
CCOCCCNC(=S)NCCNc1nc2c(C)cccc2cc1C#N	-2	2	5	-3	4	7	5	-4	9
Cc1csc(NC(=O)C(C)N2C(=O)c3ccccc3S2(=O)=O)n1 (configuration not stated)	1	2	6	4	5	5	2	4	-3
COC(=O)c1ccccc1NC(=O)COc1ccccc1	0	-4	9	0	0	4	2	3	-1
CCOC(=O)c1ccc(N2Cc3ccccc3C2)cc1O	9	-2	5	4	3	4	2	-3	1
Nc1cc(=O)[nH]c(=O)n1CCc1ccccc1	8	0	7	2	6	-5	0	0	2
CCOC(=O)N1CCN(C(=O)c2ccc3c(=O)n4c(nc3c2)CCCCC4)CC1	/	2	2	0	/	56*	3	/	0
Cc1ccc(-c2cc(C(F)F)n3ncc(C(=O)Nc4c(C)nn(Cc5ccccc5Cl)c4C)c3n2)cc1	-1	1	8	1	-14	-1	3	1	-2
Cc1cc(NS(=O)(=O)c2ccccc2)c(C)c(Cl)c1O	8	2	2	0	-9	9	5	3	8
O=C(CSc1nnc(-c2c[nH]c3ccccc23)o1)NCC1CCCO1 (configuration not stated)	0	-4	10	3	-1	0	-1	5	/
COc1ccc(C2CC(c3ccc4ccccc4c3OC(C)=O)=NN2C(C)=O)cc1 (configuration not stated)	3	-3	-19	-3	2	1	-4	6	-2
CCC(C)(C)n1nnnc1C(c1cc2ccc(OC)cc2[nH]c1=O)N1CCc2ccccc21 (configuration not stated)	8	-8	7	-2	5	5	-3	-3	1
COc1ccc(-c2nc3c4ccccc4ccn3c2CN2CCCCC2)cc1OC	4	2	4	1	0	12	1	2	-12
CCCCCCN(C(=O)CCCN1C(=O)NC(c2ccc([N+](=O)[O-])cc2)C(C(=O)OCc2ccccc2)=C1C)C(C)C(=O)NCCCC (configuration not stated)	1	/	/	5	1	13	/	4	/
COc1ccc(C(=O)N2CCCC(C(=O)N3CCCCCC3)C2)cc1 (configuration not stated)	8	0	0	-1	10	-2	-7	3	4
CCC1(COC(=O)Nc2cccc(Cl)c2)COC1	-3	0	14	-5	-9	1	4	2	-3
Cc1c(CCC(=O)N2CCC(C(=O)O)CC2)c(=O)oc2cc3oc4c(c3cc12)CCCC4	-4	-2	12	0	1	-2	3	4	-4
Oc1ccc(Cl)cc1Nc1nc(NCC2CCCO2)c2ccccc2n1 (configuration not stated)	1	-2	20	0	14	16	0	-5	4
Cc1nc(N)sc1C(=O)N/N=C/c1ccccc1[N+](=O)[O-]	/	-3	2	0	/	4	-7	/	-10
CCOC(=O)CC1=NC(=O)CS1	1	-1	17	-3	9	-1	-5	-2	-9
CC(OC(=O)c1ccco1)C(=O)Nc1ncc(Cl)cc1Cl (configuration not stated)	3	-1	4	-1	6	4	0	1	/
CNC(=S)N/N=C/c1ccccc1Cl	-3	6	9	0	-12	-2	5	4	3
CCCCn1c(N)c(N(CC)C(=O)c2ccc(-c3ccc(Cl)cc3)o2)c(=O)[nH]c1=O	4	-1	2	1	4	7	1	8	/
COc1ccc(C2CC(c3ccc([N+](=O)[O-])cc3)=NN2C(=O)c2ccccc2)cc1OC (configuration not stated)	6	2	13	-4	-6	2	4	0	-4
CCCCn1c(N)c(N(CCOC)C(=O)c2cc3c(s2)CCCCC3)c(=O)[nH]c1=O	6	-2	-8	-7	2	3	5	6	0
CC(C)NC(=S)NCc1cccs1	0	4	4	1	-6	1	24	2	6
Cc1ccccc1OCC(=O)NN1Cc2ccccc2C1=N	2	1	19	2	4	4	4	3	3
COC(=O)C1=C(C)NC2=C(C(=O)C(C(=O)OC)C(c3ccc(OC)cc3)C2)C1c1ccccn1 (configuration not stated)	0	-4	-3	4	-8	7	-3	8	0
Cc1ccccc1NS(=O)(=O)c1cc(C(=O)Nc2ccccc2-c2ccccc2)ccc1Cl	6	-17	-3	-1	6	-6	-31	2	-4
CCc1nnc(NC(=O)CSc2ccc(-c3cccs3)nn2)s1	9	1	8	0	3	-2	-1	-2	32
O=C(NCCCNC(=O)c1ccccn1)c1ccc(Cl)cc1	15	1	-5	0	-11	-1	2	3	9

The listing continues:
SMILES	PAFAH1B3 inh	LYPLA1 counter	PREPL inhibitor	PAD4 FP inh	PAFAH2 inh	pPAFAH inh	LYPLA2 inh	PAFAH1B2 inh	GSTO1 inh
CCOc1ccc(-c2cc3cc(OC)c(OC)cc3c(C)n2)cc1	-3	0	1	-4	-6	1	-2	-1	2
O=C(N/N=C1\SCC(=O)N1CCc1ccccc1)c1cccs1	9	0	0	-5	5	-2	-7	1	-3
Cn1c(=O)c2c(ncn2CC(=O)OCC(=O)Nc2ccccc2Cl)n(C)c1=O	7	1	1	0	-3	1	-5	3	4
CCn1c(CN2CCCCC2)nc2cc(S(=O)(=O)N3CCCCC3)ccc21	9	-1	4	3	-2	5	-5	4	/
Cc1nc(-c2ccc(NC(=O)Cc3ccccc3)cc2)cs1	3	0	0	-8	-19	-4	-7	8	3
CCC(=O)Nc1ccc(N2CCN(C(=O)c3ccccc3C)CC2)cc1	-1	0	10	-2	-2	6	5	-6	7
O=C(NC1CCCC1)C(c1ccccc1)N(Cc1cccnc1)C(=O)Cc1cccs1 (configuration not stated)	7	2	8	5	5	3	4	-1	4
O=c1nc(C(F)(F)F)nc2ccccn12	-6	1	6	5	-3	1	4	7	4
CC(=O)Nc1ccc(NC(=O)C(=O)NCC(c2ccco2)N2CCc3ccccc32)cc1 (configuration not stated)	8	-1	-7	2	2	-2	2	0	-2
NC(=O)C1CCN(CC(O)CSc2ccc(F)cc2)CC1 (configuration not stated)	11	2	1	0	-2	0	2	4	7
Cc1c(NC(=O)COC(=O)/C=C/c2cccc(Cl)c2)c(=O)n(-c2ccccc2)n1C	0	2	12	0	1	4	-1	-6	/
COc1ccc(-c2noc(=O)n2Cc2cc(C)ccc2C)cc1	10	1	1	-4	-1	1	-4	2	-2
N#Cc1ccc(CSc2nnc(-c3ccncc3)o2)cc1	10	5	6	-2	7	4	5	7	-2
CC(NC(=O)c1cccc(N2CCCC2=O)c1)c1ccc2c(c1)OCCO2 (configuration not stated)	1	1	-2	-4	3	1	0	-1	0
CCOC(=O)c1c(NC(=O)CS(=O)(=O)c2cn(CC)c3ccccc23)sc2c1CCCC2	-11	-3	-9	6	-10	2	-4	-1	-2
CCC(CC)c1nnc(NC(=O)C2CC(=O)N(C3CCCC3)C2)s1 (configuration not stated)	0	3	3	0	-5	5	8	1	3

Compound activity from PubChem BioAssay.
